CIT2-GFP yeast = alters CIT2-GFP fluorescence in TOR pathway yeast screen; actives 0.065% (n = 320,000); AID 2029; GFP response vs DMSO, % at 10 µM; S. cerevisiae CIT2-GFP strain, flow cytometry, 3 h; 100 means same as DMSO wells;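 active = GFP response relative to DMSO above a set limit, near the screen mean plus 3 SD, cut at about 150% in these data; inconclusive = Fewer than 70 cells measured for a yeast strain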;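 also: ratio of well median GFP fluorescence to mean of DMSO wells on the plate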
LAP4-GFP MLPCN = alters LAP4-GFP fluorescence in TOR pathway yeast screen; actives 0.34% (n = 320,000); AID 2023; S. cerevisiae LAP4-GFP multiplex, flow cytometry GFP, 3 h; median GFP as percent of DMSO wells; GFP response vs DMSO, % at 10 µM;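 active = GFP response vs DMSO above a set limit, about the screen mean plus 3 SD, cut at about 150% in these data; inconclusive = under 70 cell events counted for the yeast strain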
VLA-4 inh = inhibition in a human VLA-4 binding assay | VLA-4 expressing cells, ligand binding flow cytometry | actives 0.2% (n = 330,000) | inhibition, % (about 7 µM as worked out from the volumes in the protocol) | P13612; in the data active = inhibition above about 50%
GRK2 aptamer HTS = inhibitors of human GRK2 displacing RNA aptamer; AID 488847; bead flow cytometry, FAM-aptamer displacement from GRK2; actives 0.59% (n = 330,000); inhibition of aptamer binding, % at 10 µM; P25098;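 active = inhibition of aptamer binding above 40%, roughly 3 SD of noise, on plates passing a quality check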;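 also: median bead fluorescence of bound FAM aptamer so fluorescent compounds give negative values; no value below 0 was filed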
RPL19A TOR yeast = alters RPL19A-GFP fluorescence in TOR pathway yeast screen; AID 2025; S. cerevisiae RPL19A-GFP strain, flow cytometry, 3 h; active compounds read low; percent response vs DMSO, % at 10 µM; actives 0.3% (n = 330,000);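 active = percent response vs DMSO below 50%; inconclusive = fewer than 70 events counted for the yeast strain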;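 also: median channel GFP fluorescence of the barcoded RPL19A-GFP strain; ratio of sample median GFP to plate DMSO average so 100% = DMSO; lower means less RPL19A-GFP as with rapamycin TOR inhibition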
JMJD2C inh = blocks human GASC-1 demethylase activity; Q9H3R0; GST-JMJD2C(1-420) H3K9me3 demethylation, DELFIA europium; inhibition, % at 2.35 µM; actives 0.069% (n = 330,000); AID 2099;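 active = more than half of a compound's replicate wells show inhibition beyond 50%, single wells judged on their own value; inconclusive = some, but no more than half, of replicates pass 50% inhibition; inactive = no replicate passes 50% inhibition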;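 also: signal counts dimethyl H3K9 product captured on neutravidin plate; 0% = median of DMSO wells and 100% = 0.3 times that DMSO median; strong numbers were not always called active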
Target sequence (Q9H3R0 1-420 limits assumed): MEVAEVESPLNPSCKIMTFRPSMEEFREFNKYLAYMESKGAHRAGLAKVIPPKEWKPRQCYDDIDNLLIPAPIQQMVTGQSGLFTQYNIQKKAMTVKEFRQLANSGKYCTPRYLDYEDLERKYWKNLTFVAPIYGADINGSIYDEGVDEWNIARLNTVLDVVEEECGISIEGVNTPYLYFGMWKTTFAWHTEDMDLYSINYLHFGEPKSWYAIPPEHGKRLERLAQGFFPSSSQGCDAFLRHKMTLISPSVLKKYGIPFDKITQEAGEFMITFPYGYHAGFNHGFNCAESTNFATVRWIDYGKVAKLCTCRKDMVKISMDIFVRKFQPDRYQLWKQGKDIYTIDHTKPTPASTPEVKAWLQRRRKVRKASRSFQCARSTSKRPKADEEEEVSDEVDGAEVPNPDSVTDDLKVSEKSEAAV
MEP2 TOR yeast = alters MEP2-GFP fluorescence in TOR pathway yeast screen | S. cerevisiae MEP2-GFP strain, flow cytometry GFP, 3 h; 100% = DMSO control level | GFP response vs DMSO, % at 10 µM | actives 0.51% (n = 330,000);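 active = GFP response versus DMSO above a set limit, roughly screen mean plus 3 SD, cut at about 180% in these data; inconclusive = fewer than 70 cells counted for a yeast strain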;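 also: median GFP fluorescence of the barcode-gated MEP2-GFP cells per well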
AGP1 TOR yeast = alters AGP1-GFP fluorescence in TOR pathway yeast screen. S. cerevisiae AGP1-GFP multiplex flow cytometry, 3 h; GFP as percent of DMSO wells. GFP response vs DMSO, % at 10 µM. actives 0.02% (n = 320,000). AID 2066;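 active = GFP response relative to DMSO above a set limit, near screen average plus 3 SD, cut at about 150% in these data; inconclusive = fewer than 70 cells counted for the yeast strain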;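 also: median GFP channel fluorescence of the gated AGP1 strain per well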
The depositor's hits bear a star; i = inactive; u = inconclusive; x = no result given; [ ] = dose if it differs, or a comment.

SMILES	CIT2-GFP yeast	LAP4-GFP MLPCN	VLA-4 inh	GRK2 aptamer HTS	RPL19A TOR yeast	JMJD2C inh	MEP2 TOR yeast	AGP1 TOR yeast
O=C(O)CCC(=O)Nc1ccc(N2CCCCCC2)cc1	101	97	2	2	96	-6	102	101
c1cnc(N2CCN(c3nc4ccccc4n4cnnc34)CC2)nc1	108	106	6	4	x	-4	101	103
CC(=O)N1c2ccc(S(=O)(=O)N3CCC(C(=O)N4CCN(c5ccccc5)CC4)CC3)cc2CC1C (centres undefined)	104	104	7	1	103	25	113	108
CSc1cccc(NC(=O)Nc2ccccc2C(N)=O)c1	103	99	19	5	104	0	107	96
Cn1cc(C(=O)N2CCc3ccccc3C2)c(=O)c2cc(S(=O)(=O)N3CCCCC3)ccc21	103	97	13	0	98	-1	104	102
O=C(CCC(=O)N/N=C/c1cc(Cl)cc(Cl)c1O)NCc1ccccc1	u	100[may fluoresce violet]	-2	0	75[may fluoresce violet]	14	364*[may fluoresce violet]	22[may fluoresce violet]
CCN(CC)S(=O)(=O)c1ccc(OC)c(NC(=O)c2ccc3c(c2)OCO3)c1	92	100	10	0	99	-5	100	94
CC(C)(C)NS(=O)(=O)c1ccc(CCC(=O)N2CCCCC2)cc1	93	99	4	1	98	-5	97	98
O=C(COC(=O)CCC1CCCC1)Nc1ccc(Cl)cn1	94	81	8	3	99	2	115	103
CC1(C)C(=S)N(Cc2ccccc2)c2ccccc21	103	98	10	0	100	-19	108	102
CN(Cc1ccccc1)C(=O)Cn1c(=O)oc2cc(S(=O)(=O)NCc3ccccc3)ccc21	96	100	-3	2	96	-9	101	101
COc1cccc2cc(/C(=N/O)c3ccccc3)oc12	84	u	2	0	97	-6	94	u
COC(=O)C/C(C)=N/Nc1ccc(S(=O)(=O)N2CCCC2)cc1[N+](=O)[O-]	104	92	1	0	103	16	109	96
CCc1ccccc1NC(=O)Cn1nc(C)n2cccc2c1=O	108	97	8	3	104	-12	101	100
CC1CCc2c(sc(Nc3nc4c(F)cccc4s3)c2C(N)=O)C1 (centres undefined)	91	92	-17	4	103	2	106	92
COc1ccc(C(=O)N2CCOC2CNC(=O)C(=O)NCCc2ccccc2OC)cc1 (centres undefined)	104	103	5	2	102	2	108	99
CCOC(=O)C1(CC2CC2)CCN(Cc2ccc3cccc(F)c3n2)CC1	107	98	-28	2	98	0	105	98
CCc1ccc2nc(NC(=O)c3ccc4c(=O)[nH]c(CN5CCOCC5)nc4c3)sc2c1	95	96	12	0	93	-11	100	93
CCc1ccc(OCC(=O)N2CC(C(N)=O)Oc3ccccc32)cc1 (centres undefined)	93	98	10	4	107	-9	116	99
C#CCOCCOCCOCCNc1nc(N2CCN(C(=O)Cn3cc(CCCCN)nn3)CC2)nc(N2CCN(C(=O)Cn3cc(CCCN=C(N)N)nn3)CC2)n1	94	88	-8	0	100	1	105	100
CC1CCN(S(=O)(=O)c2ccc3c(c2)C(=NO)c2cc(S(=O)(=O)N4CCC(C)CC4)ccc2-3)CC1	106	90	0	1	95	7	93	94
O=C(CN1CCN(C(=O)c2ccco2)CC1)Nc1ccccc1-c1ccccc1	96	101	-2	1	101	-3	102	101
CN(C)Cc1ccccc1Sc1ccc(Br)cc1	101	100	1	0	108	1	103	106
O=C(Nc1ccc(C(F)(F)F)cc1)c1cccc(-n2cnnn2)c1	94	92	20	0	99	3	96	98
CCCCCOc1ccc(CSCCNC(=S)Nc2ccccc2)cc1	101	106	10	1	102	17	104	103

Continued:
SMILES	CIT2-GFP yeast	LAP4-GFP MLPCN	VLA-4 inh	GRK2 aptamer HTS	RPL19A TOR yeast	JMJD2C inh	MEP2 TOR yeast	AGP1 TOR yeast
CCc1ccc(NC(=O)C(C)OC(=O)c2ccc(N3CCCC3)c([N+](=O)[O-])c2)cc1 (centres undefined)	116	91	-9	0	108	-13	106	109
O=C1NNC(c2ccccc2)=N/C1=C\c1ccc(Cl)cc1	89	110	19	0	97	-1	95	101
CC(NC(=O)C(Cc1ccccc1)N1C(=O)C2C3CCC(C3)C2C1=O)c1ccccc1 (centres undefined)	109	84	15	1	104	-1	102	93
O=C(Nc1cccc(-c2nc3ccccc3[nH]2)c1)c1cccc(NC(=O)c2ccco2)c1	108	100	-9	0	102	13	103	108
c1nc(COc2nsnc2N2CCOCC2)cs1	86	90	3	0	96	4	102	88
Cc1cccc(NCC(=O)N/N=C\c2c[nH]c3ccccc23)c1	100	99	10	1	97	7	106	100
O=C(c1ccccc1OCc1ccc(Cl)cc1)N1CCN(c2ccccn2)CC1	91	96	0	1	91	6	100	96
COC(=O)c1ccc(CNC(=O)COC(=O)c2cccs2)cc1	95	88	11	0	96	6	93	94
Clc1ccc(Cc2noc(CN3CCN(c4ccccc4)CC3)n2)c(Cl)c1	96	107	-3	0	97	u	106	99
Cc1cc(C(=O)NC(C)C)on1	100	101	4	0	104	-6	104	103
O=C(CCc1nnc2n(Cc3ccccc3)c(=O)c3ccccc3n12)NCCN1CCOCC1	105	99	-17	5	100	-2	100	103
CCc1ccc(C(=O)NNc2ccc(Cl)cc2)cc1	80	105	-2	0	96	12	96	93
CCCn1c(CCNc2nc(-c3ccc(OC)cc3)cs2)nc2ccccc21	98	118	11	3	105	-11	97	98
O=C1/C(=C\c2cc(Cl)c(O)c(Cl)c2)SC(=S)N1Cc1ccccc1	129	103	i	0	110	3	147	100
COc1ccc(NC(=O)c2cccc(NC(=O)c3ccccc3)c2)cc1	103	98	-5	0	101	-6	104	99
O=C(Nc1ccc(C(=O)O)cc1)Nc1cccc2ccccc12	98	98	-16	6	99	-3	99	98
O=C(NNc1c(Cl)cccc1Cl)c1sccc1Cl	x	x	17	2	100	2	94	x
Nc1ccccc1SCC(=O)N1CCc2ccccc21	89	115	1	0	100	-11	106	99
Cc1ccc(Cn2c(=O)c3cccnc3n(CC(=O)Nc3cccc(C(F)(F)F)c3)c2=O)cc1	107	93	13	0	106	3	98	99
NC(=O)NOCc1ccc(F)cc1Cl	85	96	-3	1	96	4	102	96
CCOc1cccc(OCCCCn2ccnc2)c1	92	90	8	0	88	-47	93	89
O=C(O)C1CCCCC1C(=O)NCc1ccc(Cl)c(Cl)c1 (centres undefined)	101	95	-6	0	96	0	100	101
Cc1sc2nc(CN(Cc3cccs3)C(=O)C3CC3)[nH]c(=O)c2c1C	106	95	-14	0	97	4	97	102
COc1ccc(NC(=O)CN(C)C(=O)CCCN2C(=O)c3cccc4cccc(c34)C2=O)cc1	101	105	1	0	103	13	114	102
CN1CCN(C(=O)c2cccc(S(=O)(=O)N3CCCC3)c2)CC1	102	103	41	0	100	3	98	103

13 compounds already listed, arranged by heavy-atom count, rising:
SMILES	CIT2-GFP yeast	LAP4-GFP MLPCN	VLA-4 inh	GRK2 aptamer HTS	RPL19A TOR yeast	JMJD2C inh	MEP2 TOR yeast	AGP1 TOR yeast
Cc1cc(C(=O)NC(C)C)on1	100	101	4	0	104	-6	104	103
O=C(NNc1c(Cl)cccc1Cl)c1sccc1Cl	x	x	17	2	100	2	94	x
CCOc1cccc(OCCCCn2ccnc2)c1	92	90	8	0	88	-47	93	89
O=C(O)C1CCCCC1C(=O)NCc1ccc(Cl)c(Cl)c1 (centres undefined)	101	95	-6	0	96	0	100	101
O=C(Nc1ccc(C(=O)O)cc1)Nc1cccc2ccccc12	98	98	-16	6	99	-3	99	98
Cc1sc2nc(CN(Cc3cccs3)C(=O)C3CC3)[nH]c(=O)c2c1C	106	95	-14	0	97	4	97	102
COC(=O)C/C(C)=N/Nc1ccc(S(=O)(=O)N2CCCC2)cc1[N+](=O)[O-]	104	92	1	0	103	16	109	96
Clc1ccc(Cc2noc(CN3CCN(c4ccccc4)CC3)n2)c(Cl)c1	96	107	-3	0	97	u	106	99
CCCn1c(CCNc2nc(-c3ccc(OC)cc3)cs2)nc2ccccc21	98	118	11	3	105	-11	97	98
CCc1ccc(NC(=O)C(C)OC(=O)c2ccc(N3CCCC3)c([N+](=O)[O-])c2)cc1 (centres undefined)	116	91	-9	0	108	-13	106	109
O=C(Nc1cccc(-c2nc3ccccc3[nH]2)c1)c1cccc(NC(=O)c2ccco2)c1	108	100	-9	0	102	13	103	108
Cn1cc(C(=O)N2CCc3ccccc3C2)c(=O)c2cc(S(=O)(=O)N3CCCCC3)ccc21	103	97	13	0	98	-1	104	102
COc1ccc(NC(=O)CN(C)C(=O)CCCN2C(=O)c3cccc4cccc(c34)C2=O)cc1	101	105	1	0	103	13	114	102

More compounds.
SMILES	CIT2-GFP yeast	LAP4-GFP MLPCN	VLA-4 inh	GRK2 aptamer HTS	RPL19A TOR yeast	JMJD2C inh	MEP2 TOR yeast	AGP1 TOR yeast
Cc1ccc(N(C(=O)c2csnn2)C(C(=O)NC2CCCC2)c2ccccn2)cc1 (centres undefined)	96	95	4	0	98	-5	84	104
COCCCNC(=O)COc1ccc2oc3c(c2c1)CCCC3	88	117	10	0	98	3	95	96
O=C1Nc2ccccc2N=C(c2ccccc2)C1Br (centres undefined)	103	101	20	3	102	-16	96	108
Cc1cccc2sc(NC(=O)CN(C)S(=O)(=O)c3ccc(Br)s3)nc12	91	112	14	2	86	0	87	84
CCOc1ccc(NC(=S)Nc2ccc(OCc3ccccc3)cc2)cc1	99	102	5	0	98	-25	113	98
O=C(O)c1ccccc1C(=O)NCCc1c(C(=O)O)[nH]c2ccc(Cl)cc12	110	89	7	0	108	-2	97	98
CC(C)c1ccc(-c2nc(N3CCCCC3)[nH]c(=O)c2C#N)cc1	95	98	-1	0	100	5	103	102
CCOC(=O)c1oc2ccccc2c1NC(=O)COC	102	107	-2	2	99	-17	106	96
CCOC(=O)c1ccc[n+](CC(=O)c2ccccc2)c1	98	86	-3	0	97	1	91	91
CC(C)C[C@H](NC(=O)c1nc[nH]c1C(=O)N1CCN(C(=O)OC(C)(C)C)CC1)C(=O)OCc1ccccc1	98	104	-23	8	102	1	86	85
CCn1c(SCC(=O)NCC2CCCO2)nnc1-c1ccc(S(=O)(=O)N2CCN(C)CC2)cc1 (centres undefined)	94	105	-2	0	102	-10	99	105
NS(=O)(=O)CCCc1ccccc1	86	109	13	2	99	-11	89	88
O=C(N=Nc1c(O)[nH]c2ccc(Br)cc12)c1cc(-c2cccc3ccccc23)n[nH]1	101	111	5	5	101	8	103	102
COc1ccc(N(CC(=O)N2CCCCCC2)S(=O)(=O)c2c(C)[nH]c(=O)[nH]c2=O)cc1	102	106	44	0	102	-1	100	104
O=C(CSCc1ccc(Cl)cc1)Nc1ccc(Br)cc1C(=O)O	108	105	11	0	102	-8	111	102
CC(Sc1ccccc1)C(=O)Nc1ccccc1C(=O)N1CCOCC1 (centres undefined)	101	94	11	3	97	-8	98	96
Cc1nn2c(N)c(-c3ccccc3)cnc2c1-c1ccc(Cl)cc1	102	92	0	23	85	28	97	95

Screening data: PubChem, several laboratories
